Rat MKP-3 inhibitors: inhibition of rat DUSP6 enzyme activity – biochemical, in vitro, primary screen (AID 425); recombinant MKP-3 phosphatase activity, fluorescence; higher % means a stronger effect; one-dose inhibition, % at 20 µM; IC50 in µM for titrated hits; 0.17% of 110,000 active; in the data active = inhibition above about 50%;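 also: plate controls were vehicle for no effect and reference inhibitor for full effect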
Hsp70 inhibitors: small molecules displacing fluorescent ligand from Hsp70 – biochemical, fluorescence polarization, primary screen (AID 583); Hsp70 fluorescence polarization probe displacement, mP; higher % means a stronger effect; displacement, % at 20 µM; hits with a dose series show IC50 in µM; 0.06% of 140,000 active; in the data active = displacement above about 50%;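 also: plate controls were vehicle for no effect and reference ligand for full effect; a part of the inactive calls stands beside numbers as strong as those of hits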
* hit, by the source's call; / = not tested or not shown; & = joins results of further samples. This is a subset (hit frequency here may not be typical).

Rat MKP-3 inhibitors | Hsp70 inhibitors | Compound
/ | 6.5% | Cc1nc2ccc(NC(=O)Cc3ccsc3)cc2s1
2% | -0.1% | O=c1cc(N2CCN(c3ccccc3F)CC2)[nH]c(=O)n1-c1ccc(Br)cc1
2% | 3.7% | O=C(c1ccccc1F)N1CCN(Cc2cccc(Cl)c2)CC1
/ | -0.2% | COCCn1c(-c2ccccc2)nc2oc3cc(OC)ccc3c(=O)c2c1=O
-4% | -8.7% | C=CCc1c(C)nn(CC(=O)O)c1-c1ccccc1
-4% | 6.1% | O=c1[nH]ncc2c3ccccc3n(Cc3ccccc3)c12
2% | -1.0% | Cc1nc2cc(NCc3cc4ccccc4[nH]3)ccc2n1C
/ | 1.9% | Cc1ccc(S(=O)(=O)NCC(=O)N2CCCC2)cc1

Rat MKP-3 inhibitors | Hsp70 inhibitors | Compound
-3% | 5.8% | CCOC(=O)c1sc(NC(=O)c2ccco2)nc1-c1ccccc1
-5% | -3.5% | COc1cccc(CNC(=O)C2CCCN(S(=O)(=O)c3cnc[nH]3)C2)c1 (stereo not drawn)
4% | -4.0% | Cc1ccc(OCCNC(=O)Cc2cccc3ccccc23)cc1C
-8% | 5.8% | CCOC(=O)c1oc2cc(O)c(CC)cc2c(=O)c1-c1ccc2c(c1)OCCO2
-4% | 2.0% | COC(=O)CC1C(=O)NCCN1C(=O)c1ccccc1 (stereo not drawn)
-3% | 2.5% | CCCCn1c(SCC(=O)NCC2CCCO2)nc2ccc(N3CCOCC3)cc2c1=O (stereo not drawn)
/ | 3.9% | Cc1c(Cl)cccc1NC(=O)COc1ccc(S(=O)(=O)N2CCOCC2)cc1
3% | 2.0% | COc1ccc(C2/C(=C(\O)c3ccc4c(c3)OCCO4)C(=O)C(=O)N2CCCN(C)C)cc1 (stereo not drawn)

Entries listed so far that contain fluorine (2):
Rat MKP-3 inhibitors | Hsp70 inhibitors | Compound
2% | -0.1% | O=c1cc(N2CCN(c3ccccc3F)CC2)[nH]c(=O)n1-c1ccc(Br)cc1
2% | 3.7% | O=C(c1ccccc1F)N1CCN(Cc2cccc(Cl)c2)CC1

Next section
Rat MKP-3 inhibitors | Hsp70 inhibitors | Compound
-6% | 0.6% | COc1cc(NS(C)(=O)=O)c(OC)cc1NC(=O)c1ccccc1
-2% | 5.1% | COc1ccc(N(CC(=O)NCCSC(C)(C)C)S(C)(=O)=O)c(OC)c1
0% | -6.1% | COc1ccc(C(=O)/C=C/c2ccccc2F)cc1OC
-11% | -0.3% | c1ccc(-c2nc(NCCCN3CCOCC3)c3ccccc3n2)cc1
-3% | -0.1% | CCOc1ccc(N(Cc2cc3cc(OC)ccc3[nH]c2=O)C(=O)C2CCCO2)cc1 (stereo not drawn)
/ | 1.8% | COc1ccc(C2SCC(=O)N2CC23CC4CC(CC(C4)C2)C3)cc1 (stereo not drawn)
-10% | -3.6% | Cc1cc(C)c2nc(NC3=NCN(CCN4CCOCC4)CN3)nc(C)c2c1
0% | -2.7% | O=C(CNS(=O)(=O)c1cccs1)N1CCc2ccccc2C1

Rat MKP-3 inhibitors | Hsp70 inhibitors | Compound
/ | 5.8% | O=C(COC(=O)c1ccccn1)Nc1ccc(S(=O)(=O)N2CCOCC2)cc1
-11% | 6.9% | CCN1C2=NCCCN2c2ccccc21
1% | 4.1% | Cc1cc(OCc2nc(-c3ccccc3)no2)ccc1Br
-3% | 3.0% | N#Cc1c(SCC(=O)c2ccc(Cl)cc2)nc2c(c1-c1ccco1)CCCC2
-4% | 1.9% | COc1cc(/C=N/n2cnnc2)ccc1O
/ | 0.9% | Cc1ccccc1CN(c1ccc(C(=O)NCCC2=CCCCC2)cc1)S(C)(=O)=O
-11% | -1.2% | CCCCOC(=O)Nc1ccc(C(=O)OC)cc1
0% | 1.2% | COc1cccc(NC(=O)CN(CCc2ccccc2)S(=O)(=O)c2ccccc2)c1

Structural class: the compounds so far containing a thiophene ring, fused or not (2)
Rat MKP-3 inhibitors | Hsp70 inhibitors | Compound
/ | 6.5% | Cc1nc2ccc(NC(=O)Cc3ccsc3)cc2s1
0% | -2.7% | O=C(CNS(=O)(=O)c1cccs1)N1CCc2ccccc2C1

(listing goes on)
Rat MKP-3 inhibitors | Hsp70 inhibitors | Compound
1% | -4.2% | CC(C)(C)OC(=O)NCC(=O)N1CCC(C(=O)O)CC1
3% | -1.3% | COc1ccc(C(=O)N2CCN(Cc3cccc(Cl)c3)CC2)cc1
-3% | 0.7% | CCN(CCCNC(=O)CC1Oc2ccc(C)cc2NC1=O)Cc1ccccc1 (stereo not drawn)
3% | 1.9% | CN(C)c1ccc(NC(=O)Cc2ccc(Cl)cc2)cc1
0% | -3.8% | O=C(CSc1ncn[nH]1)c1ccco1
0% | -1.3% | C=C(C)Cn1c(SC)nc2sc3c(c2c1=O)CCC(C(C)(C)C)C3 (stereo not drawn)
4% | 2.6% | Cc1ccc(-c2nnn(Cc3nc4ccccc4s3)n2)cc1
-8% | -1.0% | COCCn1nnnc1CN1CCN(c2cccc(C(F)(F)F)c2)CC1

Rat MKP-3 inhibitors | Hsp70 inhibitors | Compound
/ | -2.3% | CC/C(O)=C(\C#N)c1nnc2n1CCCCC2
/ | -0.7% | CCc1nnc(NC(=O)C2Cc3ccccc3CN2S(=O)(=O)c2ccc(C)cc2)s1 (stereo not drawn)
-2% | 4.9% | Cc1ccc(NC(=O)c2ccc([N+](=O)[O-])cc2)c(C(=O)c2ccccc2)c1
/ | 6.0% | O=C(NCCCCCCNC(=O)NCc1ccco1)NCc1ccco1
6% | 2.7% | COc1ccc(/C(O)=C2\C(=O)C(=O)N(CCN(C)C)C2c2cccc(OC)c2OC)cc1Cl (stereo not drawn)
-1% | 2.8% | O=C(CCCC(=O)OCC(=O)NC1CCCC1)Nc1ccccn1
2% | 3.7% | Cc1nc2cc(-c3ccc(I)cc3)nn2c(C)c1Cl
-2% | -1.2% | O=C(Nc1ccccc1)c1ccc(NCC2CCCO2)c(S(=O)(=O)N2CCOCC2)c1 (stereo not drawn)

Rat MKP-3 inhibitors | Hsp70 inhibitors | Compound
2% | 5.9% | Cn1c(-c2nonc2NC(=O)c2ccc(C(C)(C)C)cc2)nc2ccccc21
2% | -2.7% | O=C(Cc1ccc(F)cc1)Nc1ccc(Cl)cc1Cl
/ | 4.3% | O=C1c2ccccc2-c2nc3ccccc3nc21
1% | 2.0% | COc1ccc(C(=O)CSc2nnc(C(CO)NC(=O)c3ccc(OC)cc3)n2C)cc1 (stereo not drawn)
-16% | 1.9% | CCCn1c(NCc2ccco2)nc2ccccc21
4% | 0.5% | Cc1cccc(C)c1NC(=O)CSc1nc2ccc(NC(=O)CSc3nccn3C)cc2s1
3% | -1.2% | CCC(=O)NNc1nc2c(c(=O)n1C1CCOC(C)(C)C1)C1(CCCCC1)Cc1ccccc1-2 (stereo not drawn)
/ | 1.9% | O=C(CCc1ccccc1)Nc1nncs1

Rat MKP-3 inhibitors | Hsp70 inhibitors | Compound
-16% | -7.0% | CCOC(=O)c1cnc2sc3c(n2c1=O)CCCC3
3% | -3.5% | CC1(C)CC(C(CCNCc2ccccc2)c2ccccc2)CCO1 (stereo not drawn)
0% | -1.1% | Cc1ccc(/C=C2/SC(=S)N(CCC(=O)N3CCCCC3)C2=O)cc1
0% | 1.3% | CC1(C)Cc2c(sc3[nH]c(=O)n(-c4ccccc4)c(=O)c23)CO1
2% | -3.3% | CC(=O)Nc1ccccc1NC(=O)COc1ccc(Cl)cc1C
0% | -80% | O=C(O)c1cccc(-c2ccc(/C=C3\SC(=S)N(Cc4ccccc4)C3=O)o2)c1
/ | -5.2% | O=C(Nc1ccc2c(c1)OCCO2)c1cc2sccc2n1Cc1ccc(F)cc1
/ | -3.0% | CCc1cccc(OCCCCN(CC)CC)c1

Rat MKP-3 inhibitors | Hsp70 inhibitors | Compound
-7% | 0.4% | COc1cccc(C(=O)N(CN2CCCC2=O)c2cc(C)on2)c1
8% | 5.2%&0.7% | COc1ccc(S(=O)(=O)Nc2ccc3c(c2)OCO3)cc1
-6% | -2.0% | COc1cc(C(=O)NCC(c2cccnc2)N2CCN(c3ccccc3)CC2)cc(OC)c1OC (stereo not drawn)
-1% | -1.1% | Cc1c(-c2nc(-c3cccnc3)no2)cccc1[N+](=O)[O-]
-8% | 1.9% | CCOc1ccc(N2CC(C(=O)NCCc3ccc(OC)c(OC)c3)CC2=O)cc1 (stereo not drawn)
-1% | 7.0% | CCOC(=O)c1c(-c2ccc(Cl)cc2)csc1NC(=O)C1CCCCC1C(=O)O (stereo not drawn)
/ | -2.3% | C[N+]1(CC(=O)OCCCc2ccccc2)CCOCC1
-6% | -2.5% | Cc1cc(=O)oc2cc(OCC(=O)N3CCCC(C)C3)ccc12 (stereo not drawn)

Rat MKP-3 inhibitors | Hsp70 inhibitors | Compound
2% | -1.6% | COC(=O)C1=C(C)N(C)C(=S)NC1c1cccc(OC)c1 (stereo not drawn)
0% | 4.5% | O=c1oc2ccccc2c(NCc2ccco2)c1[N+](=O)[O-]
/ | 1.5% | N/C(=N\c1nc2c(c(=O)[nH]1)CCCC2)Nc1ccccc1Sc1ccccc1
5% | 9.7% | COc1ccc(/C=N/c2nc3ccccc3n2C)cc1OC
-2% | 1.4% | COc1cc(NS(=O)(=O)c2ccc(N/C=C\C(=O)c3ccc(Br)cc3)cc2)nc(OC)n1
/ | 0.6% | CCOC(=O)CSc1ccc(-c2nc3cc(C)c(C)cc3[nH]2)cn1
-5% | -8.8% | Cc1ccc(C)c(N(C(=O)Cn2nnc(-c3cccs3)n2)C(C(=O)NC2CC2)c2ccc(C)o2)c1 (stereo not drawn)
-6% | -0.9% | Cn1c(-c2ccc(C(C)(C)C)cc2)n[nH]c1=S

Rat MKP-3 inhibitors | Hsp70 inhibitors | Compound
-13% | -0.3% | Cn1c(=O)oc2cc(S(=O)(=O)Nc3cccc(C(=O)O)c3)ccc21
/ | -2.1% | c1cc2ccc3ccc(CN4CCOCC4)c4ccc(c1)c2c34
1% | 2.3% | COc1cc(O)c(C(=O)c2ccccc2)cc1S(=O)(=O)O
-1% | -0.1% | Cc1cccc2cc(C#N)c(NCCNS(=O)(=O)c3ccc4c(c3)OCCO4)nc12
0% | -2.4% | CCOC(=O)c1c(NC(=O)C(C)Oc2ccc(Cl)cc2Cl)sc(C(N)=O)c1C (stereo not drawn)
-5% | -0.8% | COc1ccc(C2C3=C(CCCC3=O)Nc3nc4ccccc4n32)cc1OC (stereo not drawn)
-10% | -4.3% | COc1ccc(-c2nnnn2-c2ccccc2OC)cc1
2% | 3.9% | CC(=O)c1ccc(N=C2c3ccccc3C(=O)C2c2ccc3ccccc3c2)cc1 (stereo not drawn)

Rat MKP-3 inhibitors | Hsp70 inhibitors | Compound
-1% | 4.7% | COC(=O)c1sc(NC(=O)c2csc3c2CCCC3)nc1C
-6% | 5.4% | O=C(Nc1ccccc1C(=O)O)c1ccc2c(c1)C(=O)N(c1ccccc1-c1ccccc1)C2=O
/ | 0.1% | CCC(=O)Nc1nc(-c2ccccc2)ns1
/ | -3.0% | CC1(C)S[C@@H]2[C@H](NC(=O)[C@H](N)c3ccc(O)cc3)C(=O)N2[C@H]1C(=O)O
/ | 5.8% | COC(=O)Nc1ccc(S(=O)(=O)N2CCN(CCN3C(=O)C4C5C=CC(C5)C4C3=O)CC2)cc1 (stereo not drawn)
/ | 9.2% | NC(=O)C1(N2CCCCC2)CCN(C2CC(=O)NC2=O)CC1 (stereo not drawn)
-6% | -2.8% | CCOC(=O)C1=C(C)OC(N)=C(C#N)C1c1cc(OC)c2c(c1)OCO2 (stereo not drawn)
-2% | -4.0% | Cc1ccc(C)c(NC(=O)c2ccc3c(c2)N(Cc2ccc(F)cc2)C(=O)CS3=O)c1 (stereo not drawn)

Rat MKP-3 inhibitors | Hsp70 inhibitors | Compound
1% | 1.0% | Cc1c(C(=O)OC(C)C)sc(NC(=O)c2cccs2)c1C(=O)OC(C)C
-1% | -2.7% | CC(/C=C1\SC(=S)N(C(Cc2ccccc2)C(=O)O)C1=O)=C\c1ccccc1 (stereo not drawn)
-1% | -1.4% | COCCSc1nnc(NC(=O)Cc2cccs2)s1
10% | -2.1% | CCC(C(=O)O)n1c(C(F)(F)F)nc2ccccc21 (stereo not drawn)
/ | -0.6% | CCOC(=O)CN1NC2(CCC(C)CC2)NC1=S (stereo not drawn)
1% | 0.5% | CCOc1ccc(-c2cc(C(=O)NCc3ccc(F)cc3)c3ccccc3n2)cc1
-5% | -4.0% | COc1ccc(C(=O)N2CCC(N3CCN(c4ccccc4)CC3)CC2)cc1OC
0% | 1.4% | CCOC(=O)C1C(=O)CC(=O)CC1CC(C)SCC (stereo not drawn)

Rat MKP-3 inhibitors | Hsp70 inhibitors | Compound
1% | -1.0% | O=C(NCC1CCCO1)c1nn2c(C(F)(F)F)cc(-c3ccco3)nc2c1Cl (stereo not drawn)
1% | 0.1% | CCCOc1ccc(Br)cc1/C=C(/C#N)c1nc2ccc(C)cc2[nH]1
1% | 6.5% | COc1cc2nc(-c3ccc(Oc4ccc([N+](=O)[O-])cc4)cc3)oc(=O)c2cc1OC
-2% | 2.6% | O=C(NCCCO)C(=O)Nc1ccccc1
4% | -2.2% | O=S(=O)(c1ccccc1)N1CCN(C2CCC(c3ccccc3)CC2)CC1 (stereo not drawn)
5% | -2.4% | CC(=O)Nc1ccc(S(=O)(=O)N[C@H](C(=O)O)C(C)C)cc1
-2% | 1.8% | COc1ccc(N(CC(=O)N2CCCC2)S(=O)(=O)c2ccc(NC(C)=O)cc2)cc1

Entries above containing a CF3 group:
Rat MKP-3 inhibitors | Hsp70 inhibitors | Compound
-8% | -1.0% | COCCn1nnnc1CN1CCN(c2cccc(C(F)(F)F)c2)CC1
10% | -2.1% | CCC(C(=O)O)n1c(C(F)(F)F)nc2ccccc21 (stereo not drawn)
1% | -1.0% | O=C(NCC1CCCO1)c1nn2c(C(F)(F)F)cc(-c3ccco3)nc2c1Cl (stereo not drawn)
